12-LOX inh: Primary qHTS assay for inhibitors of human arachidonate 12S-lipoxygenase (ALOX12): Round 2 | Polyunsaturated fatty acid lipoxygenase ALOX12 (Homo sapiens), P18054 | purified 12hLO, xylenol orange hydroperoxide absorbance | Potency, µM (series often up to 108 µM), for the others: at the top dose activity change, negative = inhibition, actives largely listed as inhibitors | 580,000 compounds, 1.1% hits | AID 1671190, 2021; further: potency means the concentration at half of the fitted maximal effect; on the % scale 0 is the no-effect control and ±100 the full control effect
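Hydroperoxide product was detected by ferrous iron/xylenol orange as the 573 to 405 nm absorbance ratio. Arachidonic acid at 40 uM (final) was turned over for 30 min at room temperature by 150 nM human 12hLO, pH 7.0 Hepes buffer, after 15 min compound preincubation.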
LDHA block: qHTS assay for inhibitors of human lactate dehydrogenase | L-lactate dehydrogenase A chain (Homo sapiens), P00338 | purified LDHA, NADH/diaphorase-resazurin fluorescence; stronger effect = lower value | activity change, % (values are at about 110 or 230 µM) | 480,000 compounds, 0.15% hits | AID 1347041, 2019; in the data active means activity change below about -30%; inconclusive means mostly about -25% to -30%;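 further: plate controls were DMSO wells for no effect and wells without enzyme for full effect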
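LDH5 2 nM; NADH 0.06 mM, pyruvate 0.2 mM; 200 mM Tris pH 7.4, EDTA, Tween-20; 5 min RT. Detection: diaphorase 0.133 mg/mL + resazurin 37 µM, fluorescence ex540/em590 at 0 and 20 min; normalized to enzyme-free and DMSO wells.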
RGS4 inhibitor: Inhibitors of Regulator of G Protein Signaling (RGS) 4: qHTS; Potency, µM (doses to about 114 µM), for the others: at the highest dose activity change, negative = inhibition, most hits filed as inhibitors; 390,000 compounds, 0.039% hits; Transcreener GDP fluorescence polarization, RGS4-accelerated GTP hydrolysis; further: potency means the concentration at half of the fitted maximal effect; on the % scale 0 is the no-effect control and ±100 the full control effect; nearly all actives have a fitted effect of over 75% in size; some results filed as inactive show a strong effect at the top dose
Target sequence (P49798 whole entry, looked up): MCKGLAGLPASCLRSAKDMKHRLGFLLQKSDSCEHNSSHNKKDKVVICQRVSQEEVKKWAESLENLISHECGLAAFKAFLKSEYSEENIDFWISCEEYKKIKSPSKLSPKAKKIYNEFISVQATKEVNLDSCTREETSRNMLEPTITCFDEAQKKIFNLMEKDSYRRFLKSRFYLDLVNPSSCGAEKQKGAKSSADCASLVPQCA
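MLSMR compounds (23 nl, pin-transferred) preincubated 10 min at room temperature with a 500nM (2x) first reagent, then RGS4 at 900nM (2x) plus Transcreener GDP mix added; fluorescence polarization (620/688 nm) read before and after 90 min at 30 °C.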
ERG-DNA inh: qHTS for Small Molecule Inhibitors of the ERG Ets/DNA interaction; 370,000 compounds, 0.028% hits; fluorescence polarization, His-ERG Ets domain / labelled DNA; Potency, µM (titrated, usually from 76.9 µM), for the others: at the highest dose FP activity, negative = inhibition, actives largely listed as inhibitors; Transcriptional regulator ERG (Homo sapiens), P11308; active means well fitted inhibition curve with a large enough effect in the polarisation, with a control signal flat; inconclusive means small, poorly fitted or top-dose-only effect, or effect the other way, or a change in a side signal; inactive means no such curve, though single readings can be large or run the other way; the % refers to the polarisation;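 further: polarization taken with two DNA probes labelled with fluorescein and Texas red; potency means the concentration at half of the fitted maximal effect; % of control where 0% means no effect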
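His-tagged ERG Ets domain (1 uM in the protein solution; 300mM KCl, 50mM Tris-HCl, 1mM EDTA, 1mM DTT, pH 7.5) received compound, then a probe mix of 5 nM fluorescein-DNA and 100nM Texas-615-DNA. Fluorescence polarization was read for both dyes.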
Vif-A3G inh: qHTS for Inhibitors of Vif-A3G Interactions: qHTS; DNA dC->dU-editing enzyme APOBEC-3G (Homo sapiens), Q9HC16; HeLa A3G-eYFP + Vif (tagged APOBEC3G with the HIV-1 protein that degrades it), YFP fluorescence, overnight; Potency, µM (top dose mostly 46.1 µM), without a hit: top-dose activity, negative = active, usual class: inhibitors; 410,000 compounds, 0.076% hits; AID 602310, 2012;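 further: potency means the concentration at half of the fitted maximal effect; on the % scale 0 is the no-effect control and ±100 the full control effect; nearly all actives have a fitted effect of over 60% in size; hits raise eYFP signal because A3G escapes Vif-driven loss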
Target sequence (Q9HC16 whole entry, looked up): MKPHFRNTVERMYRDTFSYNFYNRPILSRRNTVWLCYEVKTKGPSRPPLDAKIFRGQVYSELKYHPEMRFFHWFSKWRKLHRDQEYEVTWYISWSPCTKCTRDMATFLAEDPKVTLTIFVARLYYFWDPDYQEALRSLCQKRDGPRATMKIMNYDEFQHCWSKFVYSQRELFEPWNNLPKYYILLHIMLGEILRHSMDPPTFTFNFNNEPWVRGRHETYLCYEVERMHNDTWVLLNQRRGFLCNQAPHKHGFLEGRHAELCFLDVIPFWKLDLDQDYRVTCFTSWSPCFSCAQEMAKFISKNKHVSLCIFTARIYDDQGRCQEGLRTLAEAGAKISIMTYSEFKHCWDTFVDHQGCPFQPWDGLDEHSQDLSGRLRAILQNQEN
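Read-out is eYFP fluorescence (Ex 488/Em 500-530) from Vif-expressing HeLa A3G-eYFP cells; more signal means A3G escaped Vif-mediated degradation. Cells plated overnight, compound pinned in, incubated overnight at 37 deg C.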
D2 agonist: HTS Assay for Allosteric Agonists of the Human D2 Dopamine Receptor: Primary Screen for Agonists | HEK293 T-REx D2 cells, calcium flux agonist mode | activation, % at 2 µM | 340,000 compounds, 0.53% hits;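 active means activation over 3 SD above normal in the single-dose calcium agonist read, cut at about 30% in these data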; further: 0% is about no effect
Target sequence (P14416 whole entry, looked up): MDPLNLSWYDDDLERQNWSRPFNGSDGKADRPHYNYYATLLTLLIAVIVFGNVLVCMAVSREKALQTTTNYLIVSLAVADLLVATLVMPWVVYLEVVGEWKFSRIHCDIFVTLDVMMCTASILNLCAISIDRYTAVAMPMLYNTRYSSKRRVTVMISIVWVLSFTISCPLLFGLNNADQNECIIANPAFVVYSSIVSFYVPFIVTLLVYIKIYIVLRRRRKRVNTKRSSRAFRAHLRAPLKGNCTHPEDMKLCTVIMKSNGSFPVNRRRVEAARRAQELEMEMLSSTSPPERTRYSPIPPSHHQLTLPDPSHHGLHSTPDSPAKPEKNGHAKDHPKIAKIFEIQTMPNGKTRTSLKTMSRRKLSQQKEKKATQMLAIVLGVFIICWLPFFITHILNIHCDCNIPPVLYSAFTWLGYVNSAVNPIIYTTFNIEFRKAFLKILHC
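In this primary screen, compounds producing a positive calcium signal within 180 s of addition to tetracycline-induced, force-coupled HEK293 Trex D2 cells are flagged; cells are dye-loaded with a no-wash calcium kit beforehand.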
Vif-A3F inh: qHTS for Inhibitors of Vif-A3F Interactions: qHTS | Potency, µM (series often up to 46.1 µM), for the others: top-dose activity, negative = active | HeLa A3F-eYFP + Vif (tagged APOBEC3F with the HIV-1 protein that degrades it), YFP fluorescence increase | 390,000 compounds, 0.2% hits; further: potency means the concentration at half of the fitted maximal effect; % of control where 0% means no effect; nearly all actives have a fitted effect of over 65% in size
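HeLa cells stably expressing Vif plus C-terminally eYFP-tagged A3F were seeded, incubated overnight at 37 deg C, dosed with compound, incubated overnight again at 37 deg C. Yellow fluorescence (Ex 488/Em 500-530) reported blocked Vif-mediated A3F-eYFP degradation.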
D2 antagonist: HTS Assay for Allosteric Antagonists of the Human D2 Dopamine Receptor: Primary Screen for Antagonists. D(2) dopamine receptor (Homo sapiens), P14416. HEK293 TREx D2 cells, calcium flux, dopamine EC80. inhibition, % at 10 µM. 340,000 compounds, 2% hits; in the data active means inhibition above about 30%; further: 0% is about no effect
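Antagonism is scored as inhibition of an EC80 dopamine-evoked calcium signal in a force-coupled, tetracycline-inducible HEK293 T-REx D2 line, with compound present 180 s before agonist.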
GRP78 ERSR act: qHTS for Inducers of the Endoplasmic Reticulum Stress Response (ERSR) in Human Glioma: qHTS; AID 602332, 2012; U87-MG GRP78 promoter luciferase reporter, 16 h; 420,000 compounds, 0.02% hits; Potency, µM, without a hit: top-dose activation, actives largely listed as activators; further: potency means the concentration at half of the fitted maximal effect; series mostly up to about 76 µM; % of control where 0% means no effect; nearly all actives have a fitted effect of over 35% in size
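ERSR induction read as luciferase luminescence (Bright-Glo, 10 min at room temperature) in stably transfected human U87-MG glioma cells exposed to compounds for 16 h, using GRP78 as sensor.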
An asterisk follows results filed as active; ? = inconclusive; nt = no result given; [ ] = remark or other dose. Unless noted, the call rests on the fitted dose curve; in most records, active means well fitted curve in the direction sought with a large enough effect; inconclusive means small, poorly fitted or top-dose-only effect, or another doubt; inactive means no such curve, though single readings can be large; an effect the other way counts as inactive or inconclusive. These rows are one share of the data; rates above refer to the full screens.

The line under a structure holds: 12-LOX inh, Vif-A3F inh, GRP78 ERSR act, D2 agonist, LDHA block, ERG-DNA inh, D2 antagonist, RGS4 inhibitor, Vif-A3G inh
- CCOC(=O)c1c(-c2ccccc2)csc1NC(=O)/C(C#N)=C\c1ccc(O)c(OC)c1
    -25%, ?, -1%, nt, 0, 46%[activator], nt, -34%, ?
- CCN(C(=O)C1CCCN(c2nc(-c3ccc(OC)cc3)no2)C1)c1ccc(OC)cc1 (centres undefined)
    -1%, -6%, 0%, 0.7, 4, -14%, -1, -16%, -5%
- CC1CCCC(C)N1C(=O)COC(=O)C1CCN(S(=O)(=O)c2ccc3c(c2)OCCO3)CC1 (centres undefined)
    -24%, -8%, -7%, 0.1, -11, -38%, -2, -10%, 2%
- CC(Oc1ccc(F)cc1)c1ccnc2nc(/N=C/N(C)C)nn12 (centres undefined)
    -18%, -2%, -6%, 0.0, -6, 19%, -1, 16%, -8%
- C=C1C(=O)[C@]23C[C@H]1CC[C@H]2[C@]1(C)[C@@H](OC(C)=O)CC[C@@](C)(C(=O)O)[C@H]1C[C@@H]3OC(C)=O
    4%, nt, -11%, nt, -9, nt, nt, nt, ?
- COc1ccc(NC(=O)CSC2=C(C#N)C(c3ccco3)C(C(=O)Nc3nc4ccccc4s3)=C(C)N2)cc1 (centres undefined)
    403%[activator], -13%, -2%, nt, -7, 0%, nt, -9%, 2%
- Nc1c(Cl)cc(Cl)cc1C(=O)OCC(=O)N1CCCC1
    -6%, 1%, -2%, -1.3, -4, 0%, 4, -9%, 2%
- COc1ccc(C(CNC(=O)Nc2cccc(C)c2)N2CCN(C)CC2)cc1 (centres undefined)
    8%, 7%, 5%, -0.9, -1, 0%, 1, 19%, -10%
- O=C(CCn1c(=O)oc2ccccc21)N1CCc2ccccc21
    -7%, 7%, 3%, 0.4, -4, 1%, -1, -1%, 0%
- CC(=O)c1cnc2nc(C)nn2c1C
    0%, -4%, -1%, 0.8, -4, -11%, 4, 15%, 0%
- Cc1c(-c2ccc(Cl)cc2)oc(=O)c2c(N)n(-c3ccccc3)nc12
    0%, 5%, -4%, nt, -10, 3%, nt, 4%, 3%
- Cc1ccc(NC(=O)Nc2nc3ccccc3s2)cc1NC(=O)Nc1nc2ccccc2s1
    -6%, -28%, -1%, 3.4, -20, -3%, -7, 1%, 0%
- COc1ccc(CC(=O)NNC(=S)Nc2ccccc2)cc1Cl
    -22%, 0%, -1%, nt, -14, 7%, nt, -17%, -2%
- CCC(NC(=O)CCl)c1ccc(C)cc1 (centres undefined)
    -15%, -2%, -11%, 6.8, -5, -8%, 8, -53%, -1%
- O=C(c1cc2c(s1)CCCC2)N1CCN(S(=O)(=O)c2ccccc2C(F)(F)F)CC1
    -11%, 1%, -4%, 0.5, -1, -11%, 4, -17%, 2%
- COc1ccc(OCC(=O)Nc2cc(NC(=O)c3ccco3)ccc2OC)cc1
    25%, 11%, 2%, -1.3, -2, 13%, -2, 31%, -1%
- C=C(C)CN(CC)C(=O)CSc1nc2ncc(Cl)cc2[nH]1
    0%, -6%, -1%, -1.2, -1, 7%, -14, ?, 1%
- O=C(O)CC1(CC(=O)Nc2ccc3ccccc3n2)CCCCC1
    ?, -22%, -4%, 0.0, -12, 0%, -8, -22%, 1%
- CCCOc1ccc(C(=O)N/N=C/c2c[nH]c3ccc(Br)cc23)cc1
    20%, -6%, -4%, 0.6, 0, 0%, -13, -1%, -9%
- O=C(NN=C1C2CC3CC(C2)CC1C3)c1ccncc1
    ?, 4%, 6%, nt, -6, -8%, nt, 37%, -1%
- COc1ccc([N+](=O)[O-])cc1/C=N/NC(=O)CNC(=O)C(c1ccccc1)c1ccccc1
    22%, 3%, -5%, -1.2, -1, -2%, 14, -28%, -1%
- Cc1cccc(OCc2ccc(C(=O)Nc3ccc(F)cc3)cc2)c1
    ?, -16%, -1%, 0.2, -9, -1%, -5, 20%, 0%
- Cc1cccc(N(CC(=O)O)CC(=O)O)c1
    -1%, -2%, -1%, 0.3, 14, 0%, -19, -13%, 0%
- CC1(C)OC(=O)C2=C(C[C@@H](C3CCCCC3)O[C@H]2c2ccc(Cl)cc2)O1
    14%, nt, -4%, nt, -2, nt, nt, nt, -1%
- COC(=O)c1ccc(-c2ncc(-c3cccc4ccccc34)o2)cc1
    0%, 20%, 3%, 0.8, -2, 5%, 27, -29%, -11%
- CCCCn1c(N)c(N(CCC(C)C)C(=O)COC(=O)c2ccc([N+](=O)[O-])s2)c(=O)[nH]c1=O
    -8%, ?, 0%, nt, 0, 1%, nt, -23%, -23%
- CC(C)(C)NC(=O)c1oc2ccccc2c1COc1ccccc1
    -17%, -22%, -1%, -1.4, -2, -12%, 19, -6%, -14%
- CN(Cc1ccccc1)C(=O)c1ccc(CSc2nc3cccnc3n2Cc2ccccc2)cc1
    -3%, 2%, -6%, 0.6, 5, -2%, nt, -9%, 0%
- Nc1cc(=O)[nH]c(SCCSc2ccccc2)n1
    232%[activator], -1%, 0%, 0.9, -2, -16%, -2, 1%, 0%
- Nc1c(-c2ccc(Cl)cc2)cnc2c(-c3ccccc3)cnn12
    0%, 18%, -1%, 1.2, -8, 11%, 3, -4%, 1%
- Cc1nnc(NCCN2CCOCC2)[nH]c1=O
    7%, -2%, -5%, 0.3, -2, 5%, 12, -1%[11.4 µM], 1%
- Cc1noc(C)c1S(=O)(=O)N(C)C[C@H]1Oc2c(NS(=O)(=O)c3cn(C)cn3)cccc2C(=O)N([C@H](C)CO)C[C@@H]1C
    -11%, -2%, -3%, nt, -1, -5%, nt, 12%, -5%
- COc1ccc(CNC(=O)c2noc3c2CCCC3)cc1
    6%, -3%, 4%, 0.1, -3, 1%, 1, 10%, -2%
- COc1ccccc1OCC(=O)NC1CCCCCC1
    17%, -13%, 8%, 0.3, 0, nt, 5, 18%, -4%
- Cn1c(NCCN2CCCC2)nc2cc(-c3ccccc3)sc2c1=O
    0%, nt, 1%, nt, -5, nt, nt, nt, -3%
- Cc1cccc(OCC(=O)Nc2c3c(nn2C(C)(C)C)CS(=O)(=O)C3)c1
    452%[activator], -7%, 5%, 0.3, -6, -4%, 10, -27%, 1%
- Nc1nn(-c2ccccc2)c(N)c1N=Nc1cccc(F)c1
    135%[activator], 1%, 1%, 0.6, 5, 15%, -2, -4%, ?
- CCOc1ccc(OCc2cccc(C(=O)N/N=C/c3cccnc3)c2)cc1
    -5%, 17%, -12%, -0.5, -5, 8%, -13, -2%, 0%
- CC(C)CCNC(=O)c1c(CSc2ccccc2)noc1C(=O)NCc1ccccc1
    7%, 1%, 3%, 0.3, 2, 9%, 12, -7%, -15%
- Cc1cc(NC(=O)CSc2nc3ccccc3c(=O)n2C2CCCC2)no1
    9%, -3%, -3%, -0.3, -2, 3%, -7, -18%, ?
- O=C(N/N=C/c1ccc(Cl)c([N+](=O)[O-])c1)c1cc(-c2ccc3c4c(cccc24)CC3)n[nH]1
    12%, -1%, -5%, 0.8, -6, 14%, -3, ?, -14%
- O=C(CCCOc1ccccc1)Nc1ccc(S(=O)(=O)Nc2ccccn2)cc1
    nt, 1%, -6%, 2.5, -3, 1%, -20, -18%, -5%
- CC1=C(C#N)CCC(=O)N1Cc1ccc(C)cc1
    -22%, -5%, -3%, 0.4, -5, 6%, -13, -10%, -6%
- CCOC(=O)c1cnc2c(OC)cccc2c1Nc1ccc2c(c1)OCCO2
    ?, 1%, -3%, 0.7, -2, -4%, 17, 4%, ?
- NNC(=O)CSc1nc(-c2ccccc2)nc2c1CCCC2
    3%, -2%, -3%, -0.1, -4, -10%, 4, -23%, 2%
- Cc1ccc(S(=O)(=O)CC(=O)Nc2nc3ccccc3s2)cc1
    -28%, -11%, 0%, -1.2, -4, 1%, -7, 12%, -3%
- CCN(Cc1ccccc1)C(=O)Cn1c(=O)n(-c2ccccc2)c(=O)c2c1c1cc(C)ccc1n2C
    ?, -1%, 1%, -1.1, 1, 1%, nt, -5%, 0%
- CCNC(=O)C1(C)CCN(C(=O)c2ccc3snnc3c2)C1 (centres undefined)
    -50%, nt, -1%, nt, -3, nt, nt, nt, -4%

From PubChem BioAssay
